Cneo AK release: causes C. neoformans cell lysis; adenylate kinase release luminescence, 4 h; normalised: neutral wells 0, clomiphene wells 100; lysis activity, % at 15 µM; hit rate 0.2% among 360,000;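 active = mean lysis activity across replicates of at least 80%, whatever share of replicates individually reach that level; inactive = mean lysis activity below 80%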
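Material: C. neoformans cells; Schedule: 4 h static compound exposure, 37 °C, read 1 h post-reagent; Measured by: adenylate kinase release luminescence; Read-out: signal increase indicating cell lysis; Controls: Clomiphene as positive lysis control.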
Xi reactivation: activators of X-chromosome reactivation in mouse fibroblasts; XiGFP mouse fibroblasts, % GFP-positive cells imaging, 3 d; cells co-treated with 5-aza-dC sensitizer; scaled so ellipticine positive control = 100%; activation, % at 7.58 µM; hit rate 0.055% among 360,000;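 active = mean normalized replicate activation at least 10% and every replicate at or above 10%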;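 note: 0% = median of on-plate neutral control wells and 100% = ellipticine 6 µM median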
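Material: SV40-immortalized XiGFP fibroblast cells, line 68-5-11 | Buffer or medium: DMEM containing 5-aza-dC | Dosing: One concentration, pinned | Times: 3 d treatment, 15 min room-temperature fixation | Controls: Ellipticine 6 µM positive control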
SIRT5 block: inhibitors of human sirtuin-5 desuccinylase | hit rate 1.1% among 330,000 | Purified SirT5, succinyl-peptide AMC, trypsin-coupled fluorescence | inhibition, % at 15 µM | Q9NXA8; in the data active = inhibition above about 15%
S100A4 inh HTS: S100A4-myosin IIA interaction inhibition. inhibition, % at 10.7 µM. S100A4/TAMRA-MyoIIA peptide fluorescence polarization. AID 652163. P26447. hit rate 0.14% among 360,000;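 active = mean inhibition of at least 70% across replicates, with every replicate also reaching that level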
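Assay system: human S100A4 monomer with TAMRA-labelled myosin IIA peptide / Buffer or medium: Calcium-containing HEPES buffer, pH 7.2 / Reagent: TAMRA-labelled myosin IIA heavy-chain peptide probe, 5 nM / Compound: one dose per compound / Timing: polarization read 5 min after assay mix addition, stable 5–60 min / Benchmarks: neutral control DMSO, positive control TFP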
PGC1a acetyl inh: modulators of PGC1a acetylation; U2OS PGC1a acetylation, AlphaScreen anti-acetyl-lysine; with virally co-expressed GCN5 acetyltransferase; hit rate 0.17% among 350,000; inhibition, % at 15.6 µM;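 active = every replicate shows inhibition of at least 40%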;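 note: 0% = neutral control wells and 100% = positive control wells; some results beyond the cut were filed as inactive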
LGR2 antag: inhibitors of bursicon-induced Drosophila LGR2 receptor cAMP signaling; HEK293 LGR2, CRE-luciferase, bursicon-stimulated, 4 h; inhibition, % at 9.99 µM; hit rate 0.35% among 380,000; AID 720647;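 active = drop in luminescence signal, shown as inhibition above about 50% in the replicate tests, limit read from the data, passing the limit was not always enough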;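 note: agonist challenge used bursicon conditioned medium at about half maximal strength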
C2C12 statin: protects C2C12 myotubes from simvastatin toxicity; rescue of ATP level, % at 7.49 µM; ATP luminescence, 48 h; scaled: DMSO 0, geranylgeraniol control 100; hit rate 0.78% among 330,000;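 active = mean ATP rescue above about 67%, or every replicate alone reaching that limit, limit read from the data, passing the limit was not always enough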;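 note: myotubes were challenged with 10 µM simvastatin during compound exposure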
ERAP1 HTS inh: inhibitors of human ERAP1 aminopeptidase; AID 652197; hit rate 0.15% among 340,000; inhibition, % at 10.7 µM; recombinant ERAP1, Leu-AMC fluorescence, 60 min;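 active = mean replicate inhibition of at least 30%, or all replicates individually reaching that 30% level; inactive = mean below 30% and not every replicate reaching it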;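 note: 0% = neutral control wells and 100% = L-leucinethiol positive control wells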
Target sequence (Q9NZ08 whole entry, looked up): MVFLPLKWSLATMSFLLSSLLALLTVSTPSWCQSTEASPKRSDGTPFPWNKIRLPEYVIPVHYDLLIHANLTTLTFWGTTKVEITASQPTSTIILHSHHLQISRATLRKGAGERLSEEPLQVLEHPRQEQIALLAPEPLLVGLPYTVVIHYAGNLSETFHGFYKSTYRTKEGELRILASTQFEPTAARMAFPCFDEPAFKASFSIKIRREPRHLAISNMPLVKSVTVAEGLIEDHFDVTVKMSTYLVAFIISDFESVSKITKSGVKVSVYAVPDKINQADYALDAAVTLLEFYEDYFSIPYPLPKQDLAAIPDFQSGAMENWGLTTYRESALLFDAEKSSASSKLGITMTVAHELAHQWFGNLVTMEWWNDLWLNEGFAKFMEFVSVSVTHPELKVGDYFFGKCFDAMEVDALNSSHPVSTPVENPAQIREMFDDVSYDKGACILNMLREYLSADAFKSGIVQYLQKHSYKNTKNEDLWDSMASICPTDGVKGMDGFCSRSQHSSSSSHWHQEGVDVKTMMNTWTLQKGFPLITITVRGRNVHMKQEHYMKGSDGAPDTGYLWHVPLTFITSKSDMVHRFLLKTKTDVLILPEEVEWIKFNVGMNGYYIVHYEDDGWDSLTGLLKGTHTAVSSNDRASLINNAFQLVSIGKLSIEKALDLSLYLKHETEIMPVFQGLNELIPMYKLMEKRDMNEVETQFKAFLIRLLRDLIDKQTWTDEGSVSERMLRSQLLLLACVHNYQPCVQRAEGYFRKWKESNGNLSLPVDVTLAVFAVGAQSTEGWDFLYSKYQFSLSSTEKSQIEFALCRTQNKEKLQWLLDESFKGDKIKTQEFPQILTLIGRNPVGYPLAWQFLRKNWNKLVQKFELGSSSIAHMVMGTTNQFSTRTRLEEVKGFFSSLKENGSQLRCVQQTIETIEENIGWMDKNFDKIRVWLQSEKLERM
Active calls of the source: *; i = inactive; · = not tested or not shown. Only part of the results is shown. The share of hits here may be higher or lower than overall.

cpd	Compound	Cneo AK release	Xi reactivation	SIRT5 block	S100A4 inh HTS	PGC1a acetyl inh	LGR2 antag	C2C12 statin	ERAP1 HTS inh
1	O=S(=O)(NCc1ccc2c(c1)OCO2)c1cccc2nsnc12	·	0.1	0	0	7	7	·	0
2	Clc1cc(Cl)cc(Nc2ncnc(-n3cccc3)n2)c1	0	0.1	-4	-13	-2	-1	·	2
3	O=C(c1cc(-c2ccc(Cl)c(Cl)c2)on1)N1CCCCCC1	2	0.1	0	12	6	-25	-19	-5
4	CCOC(=O)c1cc(-c2nnc(-c3ccc(Oc4ccccc4)cc3)o2)c(C)nc1C	2	0.1	-3	0	0	-5	-5	-3
5	Cc1cc(C)nc(N(C#N)S(=O)(=O)c2ccccc2)n1	7	·	·	·	3	4	-3	·
6	CCCC(=O)Nc1ccc2c(c1)OC[C@H](C)N(S(=O)(=O)c1cn(C)cn1)C[C@@H](C)[C@H](OC)CN(C)C2=O	·	0.2	·	·	3	5	-22	·
7	C[C@H](CO)N1C[C@H](C)[C@@H](CN(C)C(=O)c2cnccn2)Oc2ncc(-c3ccccc3F)cc2C1=O	0	-0.1	·	·	-1	4	-5	-2
8	Cc1ccc(S(=O)(=O)N2C(c3ccccc3)CC(=O)C3CN(S(=O)(=O)c4ccc(Cl)cc4)C(c4ccccc4)CC32)cc1 (centres undefined)	·	0.0	-7	-2	·	-12	·	·
9	CCc1cccc(NC(=O)CCCn2nc(C)c3c(C)n(-c4ccccc4)nc3c2=O)c1	6	0.2	2	3	-2	23	8	-4
10	CCCC#Cc1ccc2c(c1)O[C@H](CN(C)C(=O)Nc1ccccc1F)[C@H](C)CN([C@H](C)CO)S2(=O)=O	8	0.6	5	15	2	-6	16	-3
11	On1onc2c3cc(-c4ccccc4)nc3ccc21	-1	·	0	-2	i	-65	-149	0
12	Cc1noc(C)c1NC(=O)Nc1cccc2c1O[C@@H](CN(C)S(C)(=O)=O)[C@@H](C)CN([C@H](C)CO)C2=O	-5	0.0	5	-8	-1	8	·	-1
13	COc1ccc(NC(=O)Nc2ccc3c(c2)C(=O)N([C@H](C)CO)C[C@H](C)[C@H](CN(C)C(=O)c2ccccc2)OCCCC[C@@H](C)O3)cc1	1	0.1	-1	10	2	-6	-6	1
14	O=S1(=O)N[C@@H](Cc2ccccc2)COc2cc(NCCCN3CCOCC3)ccc21	·	0.1	-3	-2	·	5	·	6
15	O=C(Nc1cccc(-c2nc3ccccc3s2)c1)c1ccc2c(c1)OCO2	-3	·	1	-1	3	10	-59	1
16	COc1ccc(NC(=O)N(C)C[C@@H]2OCCCC[C@H](C)Oc3ccc(NC(=O)Cc4ccccc4)cc3C(=O)N([C@H](C)CO)C[C@H]2C)cc1	-2	-0.1	6	-9	3	-1	·	0
17	CCN=C(NCC)SC1CC(=O)N(c2ccc(OC)cc2)C1=O (centres undefined)	0	·	0	6	-7	-6	1	5
18	COc1cc(C#N)ccc1OC(=O)c1cccc(S(=O)(=O)N2CCN(C)CC2)c1	-2	0.2	0	0	·	-1	-2	-1
19	O=C(COC(=O)C1CCC1)Nc1ccccc1Sc1ccccc1	1	0.3	·	·	-9	2	·	·
20	CC(C)C(=O)Nc1nc(-c2ccc([N+](=O)[O-])cc2)cs1	·	0.0	3	-10	1	-25	·	0
21	COC(=O)Cc1ccc(NC(=S)NNC(=O)c2ccccc2Br)cc1	-1	-0.2	6	4	·	0	·	-7
22	COc1ccc(NC(=O)N(C)C[C@H]2Oc3ccc(N(C)C)cc3CC(=O)N([C@H](C)CO)C[C@H]2C)cc1	4	-0.1	-1	-7	-5	-11	17	-1
23	COCC(=O)N1CC(=O)N2[C@H](C1)[C@H](c1ccc(C#CC3CCCC3)cc1)[C@@H]2CO	·	0.0	0	1	7	11	·	1
24	CCOC(=O)c1c(CNc2ccncc2)n(C)c2cc(Br)c(O)cc12	·	-0.1	1	2	·	3	·	2
25	O=C(NCCc1ccc(F)cc1)c1n[nH]c2ccccc12	·	-0.1	9	0	0	·	·	-2
26	COc1ccc(NC(=O)N(C)C[C@H]2Oc3c(NS(=O)(=O)c4ccc(C)cc4)cccc3C(=O)N([C@@H](C)CO)C[C@@H]2C)cc1	-3	-0.4	1	2	2	0	-32	1
27	O=C(CSc1nnnn1-c1ccc(Cl)cc1)N1CCc2ccccc2C1	5	·	·	·	-1	12	15	·
28	O=C(Cn1cc(COc2ccc(Br)cc2[N+](=O)[O-])nn1)c1ccc(O)cc1	6	0.1	0	11	·	-7	-7	1
29	C[C@H](O)C#Cc1cnc2c(c1)C(=O)N([C@@H](C)CO)C[C@H](C)[C@@H](CN(C)C(=O)c1ccccc1F)O2	-12	0.8	10	-1	2	-2	-4	0
30	CO[C@H](CN(C)Cc1nccs1)[C@@H](C)CN([C@H](C)CO)S(=O)(=O)c1ccc(C)cc1	2	0.1	6	-7	-2	-11	9	1

Single records, as listed above:
`CCc1cccc(NC(=O)CCCn2nc(C)c3c(C)n(-c4ccccc4)nc3c2=O)c1` is entered as Cneo AK release: 6; Xi reactivation: 0.2; SIRT5 block: 2; S100A4 inh HTS: 3; PGC1a acetyl inh: -2; LGR2 antag: 23; C2C12 statin: 8; ERAP1 HTS inh: -4
`CCCC(=O)Nc1ccc2c(c1)OC[C@H](C)N(S(=O)(=O)c1cn(C)cn1)C[C@@H](C)[C@H](OC)CN(C)C2=O` is entered as Cneo AK release: ·; Xi reactivation: 0.2; SIRT5 block: ·; S100A4 inh HTS: ·; PGC1a acetyl inh: 3; LGR2 antag: 5; C2C12 statin: -22; ERAP1 HTS inh: ·

New compounds follow
cpd	Compound	Cneo AK release	Xi reactivation	SIRT5 block	S100A4 inh HTS	PGC1a acetyl inh	LGR2 antag	C2C12 statin	ERAP1 HTS inh
31	COCCN(C[C@H]1[C@H](c2ccccc2)[C@@H](CO)N1C(C)=O)C(=O)c1cccnc1	3	0.4	0	4	12	-26	-4	·
32	CC(C)NC(=O)Nc1ccc2c(c1)C(=O)N([C@H](C)CO)C[C@@H](C)[C@@H](CN(C)Cc1ccncc1)OCCCC[C@H](C)O2	2	0.0	1	3	1	27	·	0
33	c1ccc(CC2CCCNC2)cc1 (centres undefined)	·	0.1	·	-13	0	-10	·	3
34	COc1ccc(C(=O)CC(Nc2ccc([N+](=O)[O-])cc2)c2ccc(OC)cc2)cc1 (centres undefined)	-1	·	·	·	-14	-2	37	·
35	COc1ccccc1N(CC(=O)NCCSCc1cccc(C)c1)S(=O)(=O)c1ccccc1	6	0.2	-1	2	·	-1	12	1
36	Cc1cc(C)nc(SCC(=O)NN=Cc2ccc(C)o2)n1	-1	0.2	5	0	-3	-3	0	-3
37	O=C(NC(Cc1ccccc1)C(=O)O)/C(=C/c1ccco1)NC(=O)c1cccc(Br)c1 (centres undefined)	-5	0.1	·	·	-4	11	·	·
38	O=C(NCCN1CCC(n2c(=O)[nH]c3ccccc32)CC1)c1ccc(F)c(F)c1	·	0.0	-1	-8	·	-20	·	-3
39	COc1cc(/C=C/C(=O)N2CCN(c3ccccn3)CC2)cc(OC)c1OC	0	0.0	0	-3	·	2	-12	-4
40	COc1ccc(NC(=O)Nc2ccc3c(c2)CC(=O)N([C@@H](C)CO)C[C@H](C)[C@@H](CN(C)S(C)(=O)=O)O3)cc1	·	-1.2	·	-6	-11	3	·	-1
41	COc1ccccc1NS(=O)(=O)c1cccc(C(=O)N/N=C(\C)c2cccnc2)c1	0	0.1	-2	0	-3	-1	-8	-2
42	c1ccc(-c2nc(C3CCCCC3)c3sccc3n2)cc1	-1	-0.2	·	1	12	-10	·	3
43	COCCNC(=O)C[C@H]1CC[C@H]2[C@@H](COC[C@@H](O)CN2Cc2cccc(-c3ccncc3)c2)O1	-1	0.1	3	-5	-1	12	12	2
44	COC(=O)c1sc(NC(=O)c2ccncc2)nc1C	7	0.0	5	2	8	1	-4	-2
45	COC(=O)c1c(N)sc(C(C)=O)c1C	0	0.0	10	-2	-3	5	-5	3
46	O=C(C[n+]1cccc(Br)c1)c1ccccc1	3	0.2	-1	1	0	-7	-4	1
47	CCCNC(=O)[C@H]1[C@H](CO)[C@H]2Cn3c(ccc(-c4ccc(F)cc4)c3=O)[C@@H]1N2C	-1	0.3	-5	3	·	3	0	1
48	CC(=O)N1CCN(C(=S)NC(=O)c2ccc(F)cc2)CC1	0	0.1	-14	2	-2	-10	1	-5
49	CCCCC(=O)NNC(=O)CC(=O)Nc1ccccc1C(=O)O	·	-0.1	-8	-1	·	6	-1	-1
50	CC(C)C(=O)NCC(c1cccs1)S(=O)(=O)c1ccc(F)cc1 (centres undefined)	-1	0.1	-2	-5	-18	5	-3	-2
51	C[C@@H]1CN([C@H](C)CO)C(=O)c2cc(NC(=O)Nc3ccccc3)ccc2O[C@@H]1CN(C)Cc1ccc(Oc2ccccc2)cc1	6	0.0	5	-8	-15	14	-31	2

Some of these compounds in order of their number in LGR2 antag, descending.
no.	structure	LGR2 antag
37	O=C(NC(Cc1ccccc1)C(=O)O)/C(=C/c1ccco1)NC(=O)c1cccc(Br)c1 (centres undefined)	11
40	COc1ccc(NC(=O)Nc2ccc3c(c2)CC(=O)N([C@@H](C)CO)C[C@H](C)[C@@H](CN(C)S(C)(=O)=O)O3)cc1	3
41	COc1ccccc1NS(=O)(=O)c1cccc(C(=O)N/N=C(\C)c2cccnc2)c1	-1
33	c1ccc(CC2CCCNC2)cc1 (centres undefined)	-10
38	O=C(NCCN1CCC(n2c(=O)[nH]c3ccccc32)CC1)c1ccc(F)c(F)c1	-20

Screening data: PubChem BioAssay, Broad Institute
